# proCasp7 act: counter-screen: procaspase-7 (human) activation | P55210 | recombinant procaspase-7, Ac-DEVD-pNA absorbance 405 nm; D23A/D198A/D206A triple mutant, cannot self-cleave; scale: DMSO 0, 5 µM enzyme 100 | activation, % at 8.5 µM | hit rate 0.093% among 330,000 | AID 463210;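 active = percent activation above the screen-wide mean plus 3 SD, cut at about 25% in these data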
# Target sequence (P55210 whole entry D23A/D198A/D206A): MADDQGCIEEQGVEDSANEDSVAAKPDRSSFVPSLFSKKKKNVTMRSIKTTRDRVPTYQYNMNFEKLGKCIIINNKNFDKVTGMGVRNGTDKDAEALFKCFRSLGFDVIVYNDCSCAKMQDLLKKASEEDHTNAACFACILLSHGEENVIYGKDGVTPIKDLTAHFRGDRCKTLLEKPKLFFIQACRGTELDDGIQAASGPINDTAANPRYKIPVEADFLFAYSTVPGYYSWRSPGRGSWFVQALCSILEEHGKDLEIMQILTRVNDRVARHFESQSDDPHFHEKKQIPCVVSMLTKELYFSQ
#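 Assay system: Uncleavable procaspase-7 mutant enzyme | Input: 2 µM procaspase-7 mutant as dispensed | Timing: 1 h compound preincubation, 2 h substrate cleavage, 25 °C | Repeats: One well per compound | Control set: DMSO wells as 0%, DMSO with 5 µM added PC-7 as 100% | Technique: Epi-absorbance of released pNA at 405 nm, two timepoints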
# LAP4-GFP MLPCN: modulators of TOR pathway LAP4-GFP in S. cerevisiae | S. cerevisiae LAP4-GFP multiplex, flow cytometry GFP, 3 h; median GFP as percent of DMSO wells | GFP response vs DMSO, % at 10 µM | hit rate 0.34% among 320,000 | AID 2023;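 active = GFP response vs DMSO above a set limit, about the screen mean plus 3 SD, cut at about 150% in these data; inconclusive = under 70 cell events counted for the yeast strain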
# MEP2-GFP yeast: yeast TOR pathway MEP2-GFP modulation | S. cerevisiae MEP2-GFP strain, flow cytometry GFP, 3 h; 100% = DMSO control level | GFP response vs DMSO, % at 10 µM | hit rate 0.51% among 330,000 | AID 2016;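 active = GFP response versus DMSO above a set limit, roughly screen mean plus 3 SD, cut at about 180% in these data; inconclusive = fewer than 70 cells counted for a yeast strain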;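 note: median GFP fluorescence of the barcode-gated MEP2-GFP cells per well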
# RPL19A TOR yeast: modulators of TOR pathway RPL19A-GFP in S. cerevisiae | S. cerevisiae RPL19A-GFP strain, flow cytometry, 3 h; hits give low values | percent response vs DMSO, % at 10 µM | hit rate 0.3% among 330,000 | AID 2025;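 active = percent response vs DMSO below 50%; inconclusive = fewer than 70 events counted for the yeast strain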;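 note: median channel GFP fluorescence of the barcoded RPL19A-GFP strain; ratio of sample median GFP to plate DMSO average so 100% = DMSO; lower means less RPL19A-GFP as with rapamycin TOR inhibition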
# CIT2 TOR yeast: modulators of TOR pathway CIT2-GFP in S. cerevisiae; hit rate 0.065% among 320,000; S. cerevisiae CIT2-GFP strain, flow cytometry, 3 h; 100 means same as DMSO wells; GFP response vs DMSO, % at 10 µM;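 active = GFP response relative to DMSO above a set limit, near the screen mean plus 3 SD, cut at about 150% in these data; inconclusive = Fewer than 70 cells measured for a yeast strain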;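 note: ratio of well median GFP fluorescence to mean of DMSO wells on the plate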
# AHR activator: human AHR activation. AID 2796. hit rate 2.5% among 320,000. activation, % at 5 µM. AHR-responsive luciferase reporter cells, luminescence; in the data active = activation above about 47%;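 note: 0% = vehicle wells and 100% = reference agonist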
# proCasp3 act: procaspase-3 (human) activation; hit rate 0.11% among 330,000; activation, % at 8.5 µM; recombinant procaspase-3 D3A, Ac-DEVD-pNA absorbance 405 nm; P42574;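 active = activation above the mean of all tested compounds plus 3 SD, cut at about 21% in these data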;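 note: 0% = DMSO alone and 100% = DMSO wells spiked with extra 5 µM PC-3 D3A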
# Target sequence (P42574 whole entry D9A/D28A/D175A): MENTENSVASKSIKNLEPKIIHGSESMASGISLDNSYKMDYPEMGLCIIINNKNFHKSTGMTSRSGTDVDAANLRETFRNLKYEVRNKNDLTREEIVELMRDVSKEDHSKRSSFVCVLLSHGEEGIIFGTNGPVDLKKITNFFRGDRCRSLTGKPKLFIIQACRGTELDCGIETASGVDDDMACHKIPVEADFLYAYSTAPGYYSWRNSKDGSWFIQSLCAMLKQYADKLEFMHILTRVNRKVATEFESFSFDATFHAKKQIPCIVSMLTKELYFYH
#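 Technique: 405 nm absorbance of p-nitroaniline, reads at 0 and 120 min; Test system: Procaspase-3 D3A mutant; Incubation: 1 h enzyme-compound preincubation, then 2 h substrate reaction, 25 °C; Repeats: singlicate, each compound tested once; Benchmarks: low control DMSO wells, high control DMSO plus 5 µM PC-3 D3A.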
# AGP1-GFP MLPCN: alters AGP1-GFP fluorescence in TOR pathway yeast screen; S. cerevisiae AGP1-GFP multiplex flow cytometry, 3 h; GFP as percent of DMSO wells; GFP response vs DMSO, % at 10 µM; hit rate 0.02% among 320,000;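 active = GFP response relative to DMSO above a set limit, near screen average plus 3 SD, cut at about 150% in these data; inconclusive = fewer than 70 cells counted for the yeast strain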;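 note: median GFP channel fluorescence of the gated AGP1 strain per well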
# * hit, by the source's call; ? = inconclusive; . = not tested or not shown; [ ] = another dose, or the depositor's remark.
SMILES,proCasp7 act,LAP4-GFP MLPCN,MEP2-GFP yeast,RPL19A TOR yeast,CIT2 TOR yeast,AHR activator,proCasp3 act,AGP1-GFP MLPCN
COc1ccc(NC(=O)CNC(=O)Cn2ccc3ccccc3c2=O)c(OC)c1,-4,89,105,101,95,2,20,95
Cc1c(Br)c(=O)[nH]c(=O)n1COCc1ccccc1,-1,112,108,104,97,-1,-4,103
NCC(c1ccc(Cl)cc1Cl)c1c[nH]c2ccccc12 (stereo not drawn),0,94,112,102,97,65*,4,92
CC(=O)N1CC(C)Sc2ccc(S(=O)(=O)NCCc3ccccc3)cc21 (stereo not drawn),2,99,114,93,98,5,8,93
COC(=O)C1=C(C)Nc2c(c(=O)n(C)c(=O)n2C)C1c1cccs1 (stereo not drawn),8,109,107,104,118,0,2,.
COc1ccc(Cl)cc1NC(=O)CCN1C(=O)C2C3CCC(C3)C2C1=O (stereo not drawn),2,92,103,103,103,10,15,102
O=C(NCc1ccccc1F)C1CCCN(C(=O)Nc2ccc(F)cc2)C1 (stereo not drawn),-12,103,110,106,101,0,1,99
CC/C(=N\NC(N)=O)c1ccc(OC(F)F)cc1,9,108,112,105,101,0,-1,121
CCS(=O)(=O)N1CCc2cc(OC)c(OC)cc2C1,-8,99,90,99,95,4,-1,101
CC(=O)Nc1ccc(S(=O)(=O)C(C#N)c2nc3ccccc3nc2NCCO)cc1 (stereo not drawn),0,96,102,102,100,11,2,101
O=C(NNS(=O)(=O)c1ccccc1F)c1sccc1-n1cccc1,-6,99,103,99,.,4,3,101
CCOc1ccc(N(C(=O)c2cnsn2)C(C(=O)NC2CCCCC2)c2ccncc2)cc1 (stereo not drawn),-3,88,95,99,92,1,-4,93
CC1(C)CC2(CCO1)OC(=O)CC2C(=O)NCc1ccccc1 (stereo not drawn),7,100,98,102,98,1,5,103
CCCCCCP(=O)(O)c1ccccc1,5,81,86,92,93,0,0,92
Cc1ccc(O)c(NC(=O)c2cc(-c3ccccc3Cl)on2)c1,0,93,95,102,100,-5,-3,92
O=C1NC(Cc2c[nH]c3ccccc23)C(=O)N1c1ccc(F)cc1 (stereo not drawn),6,103,98,100,95,15,5,100
O=S(=O)(c1ccc(-c2csc(-c3cccnc3)n2)cc1)N1CCCCC1,7,91,111,103,104,1,-1,103
O=S(=O)(NCc1ccco1)c1ccccc1Br,3,127,93,99,94,0,-6,78
CSc1ccc(CCNC(=O)Cn2ncc3c([nH]c4ccccc43)c2=O)cc1,-2,101,100,100,108,4,3,104
NC(=S)C(c1ccccc1)c1ncc(C(F)(F)F)cc1Cl (stereo not drawn),4,95,103,104,108,3,-6,103
Cc1cccc(C)c1NC(=O)CN(C)C(=O)C1CC1C (stereo not drawn),6,100,100,97,95,1,1,98
CCOC(=O)NC(Nc1cc(C)ccn1)(C(F)(F)F)C(F)(F)F,6,107,103,107,114,1,-5,112
COc1cc(C(=O)N2CCc3ccccc32)c([N+](=O)[O-])cc1OC,0,91,110,102,106,8,-10,100
CCc1oc2ccccc2c1C(=O)c1cc(Br)c(O)c(Br)c1,-2,105,88,96,96,-4,-4,78
CC1(C)Cc2ccccc2C(C(=O)c2ccccc2)=N1,5,97,106,105,101,5,8,106
O=C(c1ccc(F)cc1)c1c[nH]c(C(=O)NCc2cccnc2)c1,0,83,92,95,85,14,-1,106
COc1ccc(C2=C3C(=O)OCC3Cc3ncn(Cc4ccccc4)c32)cc1 (stereo not drawn),7,93,98,97,99,-2,4,96
Cc1c(Cl)cccc1NC(=O)CCCn1cnc([N+](=O)[O-])n1,2,107,102,98,96,0,0,100
Cc1ccc(C(=O)Oc2cccc(NC(=O)c3ccco3)c2)cc1S(=O)(=O)N1CCC(C)CC1,0,101,98,100,107,-1,2,102
CCc1cccc2sc(N(CCCN3CCOCC3)C(=O)CS(=O)(=O)c3ccccc3)nc12,5,111,95,94,93,3,-1,104
O=C(Cc1ccccc1)Nc1cccc(NC(=O)c2cccs2)c1,-9,104,105,101,101,15,8,107
Nc1ccc(N2CCOCC2)c(Cl)c1,-9,98,97,98,90,-1,1,98
Cc1csc(=Nc2ccccc2)n1CCCN1CCCC1=O,-2,117,118,107,114,2,-2,109
COc1ccc(C)cc1S(=O)(=O)N(CC(=O)NCc1ccc(Cl)cc1)Cc1ccccc1,15,99,100,99,98,-1,1,101
Cc1ccc2nc(C3CCN(S(=O)(=O)c4ccc5ccccc5c4)CC3)[nH]c2c1,5,95,97,94,94,9,-2,96
CC1CCc2c(c3ccccc3[nH]c2=O)O1 (stereo not drawn),-1,100,103,96,102,46,4,108
CCCN(CCC)CCCNC(=O)C1c2cc(OC)c(OC)cc2C(=O)N(C)C1c1cccs1 (stereo not drawn),1,91,101,99,95,0,0,104
Cc1cc(C)nc(Oc2ccc(Br)cc2)n1,10,95,104,94,96,-2,-7,105
CCn1c(SCC(=O)c2ccc(O)c(O)c2)nnc1-c1ccc(C)cc1,0,97,101,98,102,2,-3,99
O=[N+]([O-])c1ccccc1S(=O)(=O)Nc1nc2ccccc2s1,-9,75,85,106,95,8,2,97
CCOC(=O)c1ccc(NC(=O)CN2C(=O)NC3(CCCCCCC3)C2=O)cc1,1,97,102,96,100,3,2,101
N#Cc1ccc(C2=CC(=O)C[C@H](c3ccc(F)cc3)C2)cc1,0,107,104,98,94,-4,-1,93
CN1C(C(=O)Nc2cccc(O)c2)=CC(c2cccs2)=NS1(=O)=O,6,120,117,112,110,5,3,118
CC(=O)NC(CCCN1C(=O)c2ccccc2C1=O)c1nnn(C)n1 (stereo not drawn),8,99,105,105,108,2,-5,104
CC(=O)c1ccc(OCCCC(=O)Nc2cccc(S(=O)(=O)N3CCCCC3)c2)cc1,12,100,99,96,91,0,1,95
CC(C(=O)NCCc1nc2ccccc2[nH]1)n1cc([N+](=O)[O-])cn1 (stereo not drawn),7,101,100,93,102,-2,4,98
Cc1nc(CN(C)C(=O)C2CCC(=O)N(CCc3cccc(F)c3)C2)cs1 (stereo not drawn),3,92,97,101,97,1,-5,100
CCN(CCCNC(=O)COc1cc(=O)n(CC)c2ccccc12)Cc1ccccc1,7,102,107,103,101,-2,0,107
CC(C)CC(CO)N1CCN(C(=O)c2ccc(Cl)c(Cl)c2)CCC1=O (stereo not drawn),0,95,101,98,97,3,8,105
C#CCOc1ccc(Cl)cc1/C=C1/C(=O)ON=C1C,-2,127,93,101,101,2,0,79
Cc1nnsc1C(=O)Nc1cccc(Cl)c1Cl,13,92,104,102,112,6,-4,107
O=C(CSc1nc2ccsc2c(=O)n1NC(=O)c1ccccc1)Nc1nccs1,0,85[may fluoresce red and violet],?,?,?,-1,6,?
CC(=O)c1sc(NC(=O)CS(=O)(=O)c2ccccc2)nc1-c1ccccc1,3,104,94,97,104,-1,-3,102
Cc1ccc(-n2c(=O)[nH]cc(C(=O)Nc3ccc4c(c3)OCO4)c2=O)cc1C,9,105,106,100,98,88*,6,97
Clc1ccc(Cc2nc(-c3ccncc3)no2)cc1,3,80,96,96,92,16,3,86
CCN(C(=O)COC(=O)COc1ccc(Cl)c(C)c1)C1CCS(=O)(=O)C1 (stereo not drawn),1,100,102,102,99,1,5,105
COC(=O)CNC(=O)C(C)(C)Oc1ccc(Cl)cc1,-4,.,96,91,97,-2,-3,91
Cc1nc(Nc2ccccc2C(F)(F)F)sc1C(=O)N(C)C,9,90,98,103,105,1,-5,105
O=S(=O)(c1ccccc1)N(CC1CO1)c1ccccc1 (stereo not drawn),1,94,100,99,104,1,-1,98
COc1cccc(NC(=S)NC(=O)/C=C/c2ccco2)c1,-9,94,103,103,98,45,3,98

# Full records, looked up by structure. Screens in order: proCasp7 act | LAP4-GFP MLPCN | MEP2-GFP yeast | RPL19A TOR yeast | CIT2 TOR yeast | AHR activator | proCasp3 act | AGP1-GFP MLPCN
# `COc1cccc(NC(=S)NC(=O)/C=C/c2ccco2)c1` reads -9 | 94 | 103 | 103 | 98 | 45 | 3 | 98
# `O=C(Cc1ccccc1)Nc1cccc(NC(=O)c2cccs2)c1` reads -9 | 104 | 105 | 101 | 101 | 15 | 8 | 107
# `CCn1c(SCC(=O)c2ccc(O)c(O)c2)nnc1-c1ccc(C)cc1` reads 0 | 97 | 101 | 98 | 102 | 2 | -3 | 99
# `CCCN(CCC)CCCNC(=O)C1c2cc(OC)c(OC)cc2C(=O)N(C)C1c1cccs1` (stereo not drawn) reads 1 | 91 | 101 | 99 | 95 | 0 | 0 | 104
# `CCCCCCP(=O)(O)c1ccccc1` reads 5 | 81 | 86 | 92 | 93 | 0 | 0 | 92

# More records.
SMILES,proCasp7 act,LAP4-GFP MLPCN,MEP2-GFP yeast,RPL19A TOR yeast,CIT2 TOR yeast,AHR activator,proCasp3 act,AGP1-GFP MLPCN
CSCC(=O)N1CCCC(CNC(=O)c2ccccc2Cl)C1 (stereo not drawn),7,94,98,93,92,0,-1,94
COc1cc(C(=O)OCC(=O)Nc2ccc(S(=O)(=O)N3CCCC3)cc2)cc(OC)c1OC,10,96,100,98,101,0,2,102
Cn1c(SCc2cccnc2)nc2c(c1=O)SCC2,7,?,?,91,92,8,-2,?
COc1cc(C)ccc1OCC(=O)OCC(=O)NCC1CCCCC1,1,88,90,99,96,0,-1,89
CCC(=O)N/N=C(\C)CC(=O)Nc1ccc2c(c1)OCCO2,3,95,96,99,101,10,-5,98
CC(C)C(NC(=O)C1CCCCC1)C(=O)Nc1ccncc1 (stereo not drawn),7,97,120,103,101,1,0,105
Cc1ccc(Cn2nnc3c(=O)[nH]c(C4CCN(C(=O)Cc5cccs5)CC4)nc32)cc1,-4,97,97,98,101,-2,8,99
Cc1cnc(NC2=NCCC2)s1,4,92,104,108,100,-3,10,105
CCCCCc1cc(=O)oc2c(C(CCN3CCCCC3)c3cc(OC)c(OC)c(OC)c3)c(OC)cc(OC)c12 (stereo not drawn),-2,86,97,94,93,3,13,101
CCOC(=O)CSc1nc2cc(S(=O)(=O)N3CCOCC3)ccc2n1CC,-4,96,93,89,90,-1,8,96
Cc1ccccc1N1CCN(S(=O)(=O)c2nnc(NC(=O)c3ccc(F)cc3)s2)CC1,5,92,96,96,101,0,1,97
O=[N+]([O-])c1ccc2nc(-c3ccccc3)oc2c1,0,93,97,95,98,23,8,98
CC1(C)Cc2ccccc2-c2n[nH]c(=S)n21,4,99,107,99,100,-4,-3,108
COc1ccccc1NC(=O)c1cnc2c(-c3ccccc3)c(C)nn2c1C,5,98,98,101,100,15,5,94
N/C(Cc1ccc([N+](=O)[O-])cc1)=N\OC(=O)C1CCCCC1,7,103,91,98,94,1,3,98
Cn1c(=O)n(C)c2cc(NC(=O)COc3ccc(Cl)cc3)ccc21,6,96,100,92,88,1,1,92
CCOC(=O)/C=c1\sc2n(c1=O)CCN=2,-7,107,108,102,105,-1,6,109
CCc1cc(SC#N)ccc1N,-15,87,97,94,90,1,-10,89

# Fetched by compound from the list above (two):
SMILES,proCasp7 act,LAP4-GFP MLPCN,MEP2-GFP yeast,RPL19A TOR yeast,CIT2 TOR yeast,AHR activator,proCasp3 act,AGP1-GFP MLPCN
Cn1c(=O)n(C)c2cc(NC(=O)COc3ccc(Cl)cc3)ccc21,6,96,100,92,88,1,1,92
CCc1cc(SC#N)ccc1N,-15,87,97,94,90,1,-10,89

# Assay outcomes (PubChem)
